LYPLA1 inh: counter-screen for PME1 inhibitors: inhibitors of human LYPLA1. recombinant LYPLA1, FP-Rh probe fluorescence polarization. inhibition, % at 5.9 µM. O75608. actives 0.16% (n = 320,000). AID 2174;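 active means inhibition above the mean of all tested compounds plus 3 SD, set per campaign, cut at about 14% in these data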;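 further: inhibitors block serine hydrolase probe labeling of LYPLA1 so polarization falls; 0% = enzyme with DMSO and 100% = wells lacking LYPLA1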
Target sequence (O75608 whole entry, looked up): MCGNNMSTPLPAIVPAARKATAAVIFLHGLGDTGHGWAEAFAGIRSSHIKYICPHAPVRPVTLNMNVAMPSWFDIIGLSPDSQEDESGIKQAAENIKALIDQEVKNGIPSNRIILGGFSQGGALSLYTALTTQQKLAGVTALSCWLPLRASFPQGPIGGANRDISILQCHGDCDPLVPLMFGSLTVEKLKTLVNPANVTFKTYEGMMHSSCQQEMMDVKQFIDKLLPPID
PAFAH1B2 inh: inhibitors of human PAFAH1B2. P68402. recombinant PAFAH1B2, FP-rhodamine activity probe, fluorescence polarization. inhibition, % at 3.39 µM. actives 1.2% (n = 340,000). AID 492953;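 active means inhibition above the mean of all tested compounds plus 3 SD, cut at about 24% in these data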;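 further: 0% = enzyme with DMSO and 100% = wells lacking PAFAH1B2; many of its hits are not listed in these tables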
Target sequence (P68402 whole entry, looked up): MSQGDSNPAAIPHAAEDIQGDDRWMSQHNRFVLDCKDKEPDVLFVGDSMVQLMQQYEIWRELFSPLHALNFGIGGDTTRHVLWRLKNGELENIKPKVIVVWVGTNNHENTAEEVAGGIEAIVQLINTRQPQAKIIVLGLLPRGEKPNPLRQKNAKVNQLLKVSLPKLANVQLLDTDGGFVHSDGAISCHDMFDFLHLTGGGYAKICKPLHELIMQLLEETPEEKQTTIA
PAD4 inh: blocks human protein arginine deiminase 4; Q9UM07; recombinant PAD4, RCA probe fluorescence polarization; inhibition, % at 6.36 µM; actives 0.41% (n = 330,000); AID 485272;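 active means percent inhibition above a cutoff equal to the mean of all tested compounds plus 3 SD, cut at about 15% in these data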;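 further: 0% = PAD4 with RCA probe and DMSO and 100% = probe without PAD4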
Fam108B inh: Fam108B inhibition, counter-screen for RBBP9 inhibitors; actives 0.33% (n = 300,000); inhibition, % at 9.51 µM; recombinant Fam108B, FP-Rh probe fluorescence polarization; AID 1947;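 active means inhibition above the screen mean inhibition plus 3 SD, computed separately per campaign, cut at about 18% in these data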;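 further: inhibitors lower polarization as less probe binds the enzyme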
PME-1 primary: PME-1 (human) inhibition. Q9Y570. recombinant PME-1, FP-Rh probe fluorescence polarization. inhibition, % at 5.9 µM. actives 0.53% (n = 320,000);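 active means inhibition above the campaign mean of all compounds plus 3 SD, cut at about 26% in these data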;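 further: competitive labeling of PME-1 active site by serine hydrolase directed probe; 0% = PME-1 with DMSO and 100% = wells lacking PME-1 enzyme; inhibitors block probe labeling so polarization falls and inhibition rises; many of its hits are not listed in these tables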
pPAFAH inh: inhibitors of human plasma PAF acetylhydrolase (pPAFAH). Q13093. recombinant pPAFAH, FP-rhodamine probe fluorescence polarization. inhibition, % at 3.39 µM. actives 1.5% (n = 330,000);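 active means inhibition above the mean inhibition across the screen plus 3 SD, cut at about 25% in these data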;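 further: inhibitors block binding of the rhodamine activity-based probe so polarization drops; 0% = enzyme with DMSO and 100% = wells lacking pPAFAH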
Target sequence (Q13093 whole entry, looked up): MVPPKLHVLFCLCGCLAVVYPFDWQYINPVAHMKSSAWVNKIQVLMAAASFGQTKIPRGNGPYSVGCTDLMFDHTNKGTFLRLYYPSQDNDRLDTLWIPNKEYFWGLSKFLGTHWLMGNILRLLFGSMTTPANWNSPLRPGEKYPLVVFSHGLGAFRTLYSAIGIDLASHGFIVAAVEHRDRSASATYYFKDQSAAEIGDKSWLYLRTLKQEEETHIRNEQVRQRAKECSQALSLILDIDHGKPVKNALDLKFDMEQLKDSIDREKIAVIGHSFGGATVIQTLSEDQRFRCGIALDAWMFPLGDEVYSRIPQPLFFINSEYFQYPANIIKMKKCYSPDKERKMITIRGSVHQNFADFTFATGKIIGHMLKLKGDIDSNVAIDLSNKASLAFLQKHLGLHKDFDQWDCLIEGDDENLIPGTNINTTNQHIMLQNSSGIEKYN
PAFAH2 FP inh: PAFAH2 (human) inhibition; AID 492956; recombinant PAFAH2, FP-rhodamine activity probe, fluorescence polarization; actives 0.99% (n = 340,000); inhibition, % at 3.39 µM; Q99487;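 active means inhibition above the mean over all tested compounds plus 3 SD, cut at about 30% in these data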;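 further: inhibitors block probe labeling of enzyme so polarization drops; 0% = enzyme with DMSO and 100% = wells lacking PAFAH2 protein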
PAFAH1B3 inh: PAFAH1B3 (human) inhibition. inhibition, % at 3.39 µM. actives 0.28% (n = 340,000). recombinant PAFAH1B3, FP-rhodamine probe, fluorescence polarization;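 active means inhibition above the screen-wide average of all tested compounds plus 3 SD, cut at about 25% in these data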;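 further: 0% = enzyme with DMSO only and 100% = wells lacking PAFAH1B3 protein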
GSTO1 counter: blocks human GSTO1 in RBBP9 counter-screen; inhibition, % at 5.96 µM; recombinant GSTO1, activity-based probe fluorescence polarization; P78417; actives 1.1% (n = 300,000);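 active means inhibition above the campaign mean inhibition plus 3 SD, cut at about 35% in these data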;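 further: 0% = GSTO1-1 with DMSO and 100% = wells lacking GSTO1-1 enzyme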
An asterisk follows results filed as active; / = not tested or not shown; & = joins results of further samples.

Under each structure – pPAFAH inh	PAFAH1B3 inh	PAFAH1B2 inh	PME-1 primary	LYPLA1 inh	GSTO1 counter	PAFAH2 FP inh	Fam108B inh	PAD4 inh
- COc1ccc(Cl)cc1S(=O)(=O)Oc1ccc(NC(C)=O)cc1
→ -1	7	-6	10	-1	-13	16	1	-1
- Cc1ccc(/C=C2\SC(N3CCCC3)=NC2=O)cc1
→ 2	/	/	1	4	0	/	1	1
- Cc1cccnc1NC(=S)NCc1ccco1
→ 3	5	-2	1	-1	-8	-4	1	-7
- COCC(C)n1c(C)cc(C(=O)COC(=O)c2cnc(Cl)c(Cl)c2)c1C (centres undefined)
→ 6	-1	1	/	/	/	5	/	-5
- N#CCCN1CCN(S(=O)(=O)c2ccc(S(=O)(=O)NC3CCCCC3)cc2)CC1
→ 7	1	3	4	4	-2	1	-1	2
- Cc1ccc(N(C(=O)CNC(=O)c2ccco2)C(C(=O)NC2CCCCC2)c2ccncc2)cc1F (centres undefined)
→ 7	6	-1	17	-2	-2	-11	2	0
- Cc1cccc(N(CC(=O)NC2CCCCC2)C(=O)Cn2nnc(-c3ccc(C)o3)n2)c1
→ 4	4	2	-1	-3	-2	0	-3	-1
- C#CCN1C(=O)S/C(=C/c2cc(C)n(CC)c2C)C1=O
→ 3	9	7	9	1	-10	3	3	1
- Cc1nc2ccc(Br)cn2c1C(=O)N/N=C\c1ccccc1Cl
→ 4	9	1	-2	2	-2	0	-2	3
- Cc1ccc(OCCSc2nnc(-c3cccs3)n2C)cc1
→ 4	4	12	-3	3	0	0	5	-5
- COc1ccccc1NC(=O)COC(=O)c1cc([N+](=O)[O-])ccc1N1CCCC1
→ 1	1	1	4	-3	/	-4	/	1
- CCOc1ccc(Cl)cc1CNc1nnnn1C
→ -1	3	-7	-2	-1	0	-8	-1	-4
- COc1ccc(Cn2cccc(NC(=O)Nc3cccc(OC)c3)c2=O)cc1
→ 3	-1	1	1	0	2	-11	4	-1
- N#C/C(=C\c1ccc(N2CCOCC2)o1)c1nc2ccccc2[nH]1
→ 16	-83	-56	-78	-16	-59	-104	-101	6
- O=C(CN1CCN(c2ccc(O)cc2)CC1)Nc1cc(S(=O)(=O)N2CCCC2)ccc1Cl
→ 10	5	-7	37*	2	20	6	3	0
- CN1/C(=C/C(=O)c2nc(S(C)(=O)=O)ncc2Cl)C(C)(C)c2ccccc21
→ 10	7	-5	-1	-7	-23	-5	-2	-2
- COC(=O)C(NC(=O)c1ccc(F)cc1)(Nc1ncc(S(=O)(=O)c2ccc([N+](=O)[O-])cc2)s1)C(F)(F)F (centres undefined)
→ 7	12	11	5	-5	1	3	2	1
- Cc1nc(SCC(=O)NCc2ccco2)c2c(=O)n(C)c(=O)n(CC(C)C)c2n1
→ 10	-2	4	0	0	3	20	-3	-6
- CC(Sc1nc(NC(C)(C)C)nc(N(C)C)n1)C(=O)Nc1ccccc1 (centres undefined)
→ -1	-2	-1	-2	-3	3	-1	0	-2
- COC(=O)c1ccc(NC(=O)CSc2nnc(COc3c(C)cccc3C)o2)cc1
→ 3	4	-1	4	-1	1	1	-2	-3
- Cc1cc(C)cc(N(C(C)C(=O)Nc2c(C)n(C)n(-c3ccccc3)c2=O)S(C)(=O)=O)c1 (centres undefined)
→ -1	5	-4	3	0	6	0	2	-1
- O=C(N/N=C/c1ccc(O)cc1)c1cc(-c2ccc3c(c2)OCO3)n[nH]1
→ 1	-6	0	-6	-8	2	0	2	-4
- COC(=O)c1ccccc1NC(=O)NCc1cccnc1
→ 4	8	9	-6	2	1	-1	2	5
- COc1ccc(CNC(=O)C2CCCN(Cc3nc(-c4cccc(C)c4)oc3C)C2)cc1 (centres undefined)
→ 7	-4	5	-12	-6	2	8	-2	-2
- Cc1nnc2ccc(N3CCCC3)nn12
→ 3	6	-2	-4	1	6	5	-2	2
- Cc1ccc2c(c1)c1c3n2CCNC3CCC1 (centres undefined)
→ -1&7	0&6	2&1	-7	2	6	10&4	2	5&-5
- COc1cccc(CNS(=O)(=O)c2c(C(=O)N3CCCCC3)c(C)n(C)c2C)c1
→ 3	6	5	-6	-3	9	0	-2	7
- Cc1ccccc1N1CCN(C2CCCN(C(=O)CCN3CCCO3)C2)CC1 (centres undefined)
→ 0	-7	-5	1	-1	5	-2	-8	0
- O=C(COC(=O)CCN=C1NS(=O)(=O)c2ccccc21)NC1CCCCCCC1
→ -9	10	2	2	1	-2	1	-1	-9
- COC(=O)c1cc(-c2ccc(C)cc2)n[nH]1
→ 2	8	2	1	0	-1	-2	0	4
- COc1ccc(Nc2ncnc3sc(C)cc23)cc1
→ 3	5	-1	11	-3	-2	5	1	-7
- Nc1nc(C(=O)N2CCOCC2)nn1S(=O)(=O)c1ccccc1
→ -2	0	-5	-1	4	3	-13	1	1
- CCOCCn1c(=O)c2c(nc3n2CC(C)CN3Cc2ccccc2)n(C)c1=O (centres undefined)
→ 2	5	1	6	-7	2	0	-1	-3
- C=CCC1(CC=C)CCCN1C(=O)c1cc(COc2ccccc2SC)on1
→ -3	1	4	2	-2	2	1	-2	0
- COc1ccc(NC(=O)/C=C/c2cccc(Br)c2)cn1
→ 5	5	0	-33	-12	4	4	0	-4
- COc1ccc(CCN(C)Cc2ccc(OCc3ccccc3)c(OC)c2)cc1OC
→ -2	1	-1	2	3	10	-5	0	-1
- COc1cccc(-n2c(Cn3nc(C(F)F)cc3C(F)F)n[nH]c2=S)c1
→ 1	3	10	0	-3	12	-17	1	-4
- Cc1csc(NC(=O)c2cn3ccccc3n2)n1
→ 3	4	-1	-2	-2	19	0	0	-1
- CCc1nc(Nc2ccc3nccnc3c2)c2oc3ccccc3c2n1
→ -10	7	1	-10	-9	-11	6	-10	0
- CCc1ccc(-n2cnc3cc(C(=O)NCC(OC)OC)ccc32)cc1
→ 6	7	0	-14	-1	5	0	-1	-5
- O=C(Nc1ccccc1C(=O)N1CCCCCC1)c1ccccc1
→ -1	6	3	-5	-3	3	1	-1	-2
- C[C@H](NC(=O)c1ccccc1Cl)C(=O)OC(C(=O)Nc1cc(C(F)(F)F)ccc1Cl)c1ccccc1 (some centres undefined)
→ 0	-1	-1	-4	-4	-6	4	-7	-3
- CC(C)c1nc2oc3c(NCC4CCCO4)ncnc3c2c2c1CCC2 (centres undefined)
→ 10	15	6	-7	1	-1	-5	2	-1
- COc1ccc(C(=O)N2CCC(C(=O)Nc3ccc(OC)c(OC)c3)CC2)cc1
→ 0	3	4	-3	-4	6	2	0	-2
- c1ccc(-c2nnc(NC3=NCCC3)o2)cc1
→ 3	10	5	0	3	4	0	5	0
- COc1ccc(C(=O)CC(=O)C(=O)Nc2ccccc2Cl)cc1
→ 10	9	0	4	-2	0	7	6	-9
- CC1(NC(=O)c2cc(S(=O)(=O)N3CCCCC3)ccc2Cl)CCS(=O)(=O)C1 (centres undefined)
→ 2	-1	3	-1	3	4	4	5	4
- CSc1ccccc1C(=O)NCc1ccc(S(N)(=O)=O)cc1
→ 7	7	5	3	3	8	-1	-6	-3
- C/C(=N\Nc1nc2c(s1)CCCC2)c1ccccc1
→ 10	6	8	12	1	12	-15	1	-8
- CCCSc1nnc2nc3c(nn12)c1ccccc1n3C
→ 8	3	4	2	-2	-6	5	3	-3

(next part)
Under each structure – pPAFAH inh	PAFAH1B3 inh	PAFAH1B2 inh	PME-1 primary	LYPLA1 inh	GSTO1 counter	PAFAH2 FP inh	Fam108B inh	PAD4 inh
- CC1C(=O)N2CCCc3cc(NC(=O)c4ccccc4C(F)(F)F)cc1c32 (centres undefined)
→ -1	3	1	-5	-2	-3	0	-1	2
- COc1ccc(C(C#N)N2CCCCCC2)cc1OC (centres undefined)
→ 2	2	-2	0	2	-8	3	0	0
- O=c1c2ccccc2nc(/C=C/c2ccccc2)n1CCc1ccccc1
→ -1	10	11	3	-5	-2	-4	-8	0
- Cc1cccc(C)c1N1CCN(S(=O)(=O)N2CCCCC2)CC1
→ 1	5	6	2	2	0	-1	3	1
- COC(=O)C1=C(C)NC(C)=C(C(=O)OC)C1c1ccc(OC(=O)c2ccco2)cc1
→ 0	4	2	2	2	8	-2	-2	1
- CN1CCN(C2=C(NS(=O)(=O)c3ccccc3)C(=O)c3ccccc3C2=O)CC1
→ 2	7	2	-2	-1	46*	8	2	1
- Cc1ccccc1N1C(=O)c2sc3nc4c(c(=O)n3c2C1=O)CCC4
→ 1	8	5	1	3	-7	0	1	-4
- COc1ccccc1NC(=O)CCCN1C(=O)C2CC=CCC2C1=O (centres undefined)
→ -1	-2	2	-3	0	4	-2	-2	3
- O=C(O)c1ccc(S(=O)(=O)NC2CCCCC2)cc1
→ 10	1	7	-4	-1	2	10	0	2
- Cc1ccc(NC(=O)CSc2nc3ccccc3c(=O)n2CCCN2CCCCC2)cc1C
→ -3	5	7	3	5	-7	4	2	1
- Oc1c(Br)cc(Cl)cc1C=Nc1ccc(N2CCOCC2)cc1
→ 9	/	/	0	-2	21	/	1	14
- CC(OC(=O)CN1C(=O)c2ccccc2C1=O)C(=O)NC1(C#N)CCCCC1 (centres undefined)
→ 1	2	3	-9	2	/	6	/	-2
- COc1ccccc1NC(=O)c1cc([N+](=O)[O-])ccc1NCCN1C(=O)CCC1=O
→ 1	3	0	-8	4	13	4	-2	-4
- Cn1ccsc1=NC(=O)c1ccc(Cl)cc1
→ -1	-1	4	-4	-2	4	-1	-1	-2
- Cc1c(NC(=S)NC(=O)c2ccc(COc3ccccc3)cc2)cccc1C(=O)O
→ 4	4	5	3	7	-6	-3	3	0
- C=CCn1c(NCc2cc(Cl)ccc2O)nc2ccccc21
→ 9	3	6	5	-3	0	-4	8	-4
- Cc1ccc(C)c2c1cc(C)c1nnc(SCC(=O)Nc3cccc(C(=O)O)c3)n12
→ 1	7	3	-1	3	2	-4	0	1
- Cc1ccc(C(=O)NC(=S)Nc2ccc(CN3CCOCC3)cc2)cc1
→ 4	5	1	1	3	1	3	-1	-2
- S=c1[nH]nc(COc2ccc(Cl)cc2)n1C1CCCCC1
→ 8	11	-5	1	-4	-12	4	6	-3
- NNC(=O)c1ccc(Cn2cc(Cl)cn2)cc1
→ 6	7	4	-4	0	1	8	-2	0
- COCCCNC(=O)CCc1nnc2ccc(N3CCC(C)CC3)nn12
→ -3	4	-1	3	-3	3	-1	-3	-1
- COc1ccc(NC(=O)COc2ccc(CNCCCN3CCOCC3)cc2OC)cc1
→ 3	0	-3	1	-2	-5	6	-4	0
- COc1ccc(CC(=O)NC2CCN(Cc3nnnn3C(C)(C)C)CC2)cc1OC
→ 6	5	4	-6	2	-9	-2	-2	1
- Cc1sc2nc(COC(=O)c3ccc(Cl)c(N)c3)[nH]c(=O)c2c1C
→ 3	3	-1	3	-3	-2	10	-4	-6
- O=C(COC(=O)c1cnc(Cl)c(Cl)c1)NCCC1=CCCCC1
→ 0	8	-3	-1	-1	5	5	4	6
- CC1CCC/C(=C\Nc2ccc(O)cc2)C1=O (centres undefined)
→ 35*	1	0	4	4	37*	-2	-1	28*
- COc1ccc(C2=CC(=O)C[C@H](c3ccc(Cl)cc3)C2)cn1
→ 2	3	7	14	7	/	-3	/	-1
- CC1CCc2ccc(F)cc2N1S(=O)(=O)c1cccs1 (centres undefined)
→ 3	2	11	0	-1	4	9	-2	-5
- O=C(NCc1ccccc1)c1ccccc1-c1nc2ccccc2[nH]1
→ 2	12	3	-3	-3	-2	0	2	-3
- O=C(Nc1ccc2snnc2c1)N1CCN(c2ccccc2)CC1
→ 3	-3	-4	3	-1	8	7	-4	2
- C[C@H](NC(=O)c1nc[nH]c1C(=O)N[C@@H](CCCCNC(=O)OC(C)(C)C)C(=O)OC(C)(C)C)c1ccccc1
→ 19	2	7	-5	-6	2	5	0	5

Screening data as filed in PubChem BioAssay.

Only part of the results is shown (hit frequency here may not be typical).
